# High-throughput results from PubChem.
# T cruzi growth = T. cruzi intracellular proliferation inhibitors, primary screen, cell-based, beta-gal Tulahuen parasites, NIH3T3 host, luminescence; T. cruzi beta-gal in NIH3T3, GalScreen luminescence, 90 h; inhibition, % at 8.34 µM; actives 5.9% (n = 77,000); AID 624255, 2012;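 active = mean inhibition above about 93%, with at least 55% of replicates each passing it, limit read from the data, passing the limit was not always enough; inconclusive = only one of those two conditions holds; inactive = neither condition holds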
# Pf Dd2 inh = P. falciparum Dd2 growth inhibitors, primary screen, SYBR Green fluorescence, single dose replicates | 72 h; stronger effect = lower value | actives 2.3% (n = 94,000) | activity change, % at 10 µM; in the data active = activity change below about -80%; inconclusive = no clear call, values can overlap the other calls
# C diff HTS = C. difficile growth inhibitors, primary screen, HTS. Clostridium difficile clinical isolate growth, OD600, 24 h; stronger effect = lower value. growth activity, negative = inhibition, % at 16 µg/mL (by protocol). actives 0.25% (n = 86,000). AID 1259249, 2017;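 active = mean growth activity at or below -80% and every replicate also at or below -80%; inconclusive = mean at or below -80% but some replicate above -80%; inactive = mean growth activity above -80%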;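 note: 0% = DMSO wells and -100% = levofloxacin 16 µg/mL wells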
# GASC1 inh = inhibitors of GASC-1 (KDM4C) histone demethylase, primary screen, biochemical, single concentration HTS. Lysine-specific demethylase 4C (Homo sapiens), Q9H3R0. GST-KDM4C 2-372, H3K9me3 peptide, LANCE TR-FRET. inhibition, % at 12.5 µM. actives 0.15% (n = 96,000). AID 720574, 2013;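 active = mean replicate inhibition above about 25%, with at least 55% of replicates also reaching it, limit read from the data, passing the limit was not always enough; inconclusive = only one of those two conditions met; inactive = neither condition met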
# Target sequence (Q9H3R0 2-372 limits assumed): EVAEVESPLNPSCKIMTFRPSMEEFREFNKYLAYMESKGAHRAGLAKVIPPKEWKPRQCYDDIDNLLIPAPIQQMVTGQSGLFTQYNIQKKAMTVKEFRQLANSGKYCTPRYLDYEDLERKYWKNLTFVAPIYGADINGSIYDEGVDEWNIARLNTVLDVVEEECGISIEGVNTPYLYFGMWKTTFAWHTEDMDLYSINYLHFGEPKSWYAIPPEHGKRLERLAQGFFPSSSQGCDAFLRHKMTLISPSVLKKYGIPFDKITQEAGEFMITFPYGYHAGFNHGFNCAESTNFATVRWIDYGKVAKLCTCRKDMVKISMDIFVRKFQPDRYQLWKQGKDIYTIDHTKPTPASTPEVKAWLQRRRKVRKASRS
#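 Test system: N-terminal GST-fused human GASC-1 (KDM4C) fragment, residues 2-372; quantity: GASC-1 enzyme at 10 nM final in reaction; dosing: single dose; schedule: 30 min demethylation and 1 h detection at room temperature; signal: LANCE TR-FRET, excitation 340 nm, emissions 618 and 671 nm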
# Starred values were filed as active, the others as inactive; ? = inconclusive; . = not tested or not shown; & = joins results of further samples.
# Order of values: T cruzi growth	Pf Dd2 inh	C diff HTS	GASC1 inh
1: CN(C)C(=O)c1cccc(-c2ccccc2[C@H]2[C@@H](C#N)N(C(=O)C3CCCC3)[C@@H]2CO)c1
    .	-8.3	-9.7	11.3
2: CCCc1cn(CC[C@H]2CC[C@H](NC(=O)Nc3ccccc3F)[C@H](CO)O2)nn1
    -75.9	9.9	.	-0.7
3: C[C@H]1CN([C@@H](C)CO)C(=O)c2cc(C3=CCCCC3)cnc2O[C@@H]1CN(C)C(=O)Cc1cccnc1
    68.5	-18.4	1.2	-3.6
4: CN1C(=O)c2cc(NC(=O)c3ccccc3)ccc2OC[C@@H]2O[C@H](CC(=O)NCC3CC3)CC[C@@H]21
    -30.4	-5.7	14.6	-1.4
5: COc1ccc2c3c([nH]c2c1)[C@@H](CO)N(Cc1ccccc1OC)CC31CN(C(C)=O)C1
    .	-78.2	4.1	0.4
6: CCCNC(=O)N1C[C@@H](C)[C@@H](OC)CN(C)C(=O)c2ccc(NS(=O)(=O)CC(F)(F)F)cc2OC[C@H]1C
    24.6	-10.2	.	-2.0
7: COc1cccc(CN(C)C[C@H]2OCc3ccccc3-c3c(n(C)c4ccccc34)C(=O)N([C@@H](C)CO)C[C@H]2C)c1
    .	-86.5*	26.6	-3.2
8: O=C(NCC[C@@H]1CC[C@@H](NS(=O)(=O)c2ccc(F)cc2)[C@H](CO)O1)Nc1ccc(Cl)cc1
    -89.9	5.5	.	-1.1
9: O=C(Nc1ccc2c(c1)OCO2)N[C@H]1CC[C@H](CC(=O)N2CCN(c3ccccc3)CC2)O[C@@H]1CO
    0.1	7.1	-2.5	0.6
10: O=C(C[C@@H]1CC[C@@H]2[C@H](COC[C@H](O)CN2C(=O)Nc2ccc(F)cc2)O1)NCC1CC1
    .	14.6	8.8&-1.0	-2.0
11: COc1ccc(S(=O)(=O)Nc2cccc3c2O[C@@H](CN(C)S(C)(=O)=O)[C@@H](C)CN([C@@H](C)CO)C3=O)cc1
    6.3	10.6	3.4	0.1
12: Cc1noc(C)c1NC(=O)Nc1ccc2c(c1)C(=O)N([C@H](C)CO)C[C@H](C)[C@@H](CN(C)C(=O)Nc1ccc(F)cc1)OCCCC[C@@H](C)O2
    -2.1	23.3	1.4	2.1
13: COc1ccc(NC(=O)Nc2cccc3c2O[C@H](CN(C)C(=O)NC2CCCCC2)[C@H](C)CN([C@H](C)CO)C3=O)cc1
    35.5	-28.3	-15.1	0.9
14: COc1ccc(NC(=O)Nc2ccc3c(c2)CC(=O)N([C@@H](C)CO)C[C@H](C)[C@H](CN(C)S(C)(=O)=O)O3)cc1
    22.9	25.9	-4.2	-0.9
15: O=C1CN(S(=O)(=O)Cc2ccccc2)C[C@@H]2[C@@H](c3ccc(C#Cc4ccccc4)cc3)[C@H](CO)N12
    .	-15.2	5.0	-1.7
16: CO[C@@H]1CC[C@H]2CCN(C)C(=O)[C@H](C)N(C)C(=O)c3cc(C#N)ccc3OC[C@@H]1O2
    -4.5	.	8.3	-0.2
17: O=S(=O)(N[C@H]1CC[C@@H](CCn2cc(-c3cccc(F)c3)nn2)O[C@H]1CO)c1ccc(Cl)cc1
    111.4*	-42.2	.	-2.5
18: CN1c2ccc(-c3ccccc3F)cc2[C@H]2[C@H](CCN2C(=O)c2cccc(F)c2)[C@H]1CO
    ?	11.4	-10.0	0.1
19: CO[C@H](CN(C)S(=O)(=O)c1cn(C)cn1)[C@@H](C)CN(C(=O)Nc1ccc(F)cc1)[C@H](C)CO
    -13.3	12.5	.	1.1
20: C/C=C/c1ccc2c(c1)O[C@@H](CN(C)C(=O)NC1CCCCC1)[C@@H](C)CN([C@@H](C)CO)S2(=O)=O
    65.4	-42.7	-5.8	-0.6
21: O=C(C[C@H]1CC[C@@H](NS(=O)(=O)c2cccc(F)c2)[C@@H](CO)O1)N1CCCCC1
    -32.5	22.2	2.3	0.5
22: OC[C@@H]1Nc2ccc(C#Cc3cccc(F)c3)cc2[C@@H]2NCC[C@H]12
    .	-90.8*	-97.6*	2.4
23: COCC#Cc1ccc2c(c1)O[C@@H](CN(C)Cc1ccncc1)[C@H](C)CN([C@H](C)CO)S2(=O)=O
    109.2*	-4.1	-0.8	5.6
24: C[C@@H]1CN([C@H](C)CO)C(=O)c2cc(-c3ccc(C#N)cc3)cnc2O[C@@H]1CN(C)Cc1cncnc1
    .	16.4	2.1	-5.3
25: COc1ccc2c3c(n(C)c2c1)[C@H](CO)N(C(=O)c1cnccn1)CC31CN(C(C)=O)C1
    .	39.0	-0.2	1.6
26: CN(C)CC#Cc1ccc([C@H]2[C@@H](CO)N3C(=O)CN(C(=O)Cc4ccccc4)C[C@@H]23)cc1
    .	27.8	2.2	2.1
27: CCCNC(=O)N(C)C[C@@H]1Oc2cc(C3=CCCC3)ccc2S(=O)(=O)N([C@H](C)CO)C[C@@H]1C
    .	-2.2	0.3	-1.0
28: O=C(O)C[C@H]1C=C[C@H](NC(=O)Nc2cc(F)ccc2F)[C@@H](CO)O1
    23.7	-2.4	0.1	1.2
29: O=C(N[C@@H]1CC[C@H](CCn2cc(C3(O)CCCC3)nn2)O[C@@H]1CO)C1CCC1
    .	5.1	0.1	0.6
30: O=C(CCN1CCCCC1)NCC[C@@H]1CC[C@@H](NC(=O)C2CCCC2)[C@H](CO)O1
    14.6	-5.2	-4.4	-1.6

# As entered above:
# compound 22 – Pf Dd2 inh: -90.8*
# compound 28 – C diff HTS: 0.1
# compound 18 – Pf Dd2 inh: 11.4

# Next section
# Order of values: T cruzi growth	Pf Dd2 inh	C diff HTS	GASC1 inh
31: C[C@@H]1CN([C@@H](C)CO)C(=O)c2cc(NC(=O)CCCN(C)C)ccc2O[C@@H](C)CCCCO[C@@H]1CN(C)C(=O)Nc1ccc2c(c1)OCO2
    .	-33.0	-2.6	4.3
32: COc1ccc(NC(=O)N(C)C[C@@H]2Oc3c(NC(=O)Nc4c(C)noc4C)cccc3C(=O)N([C@@H](C)CO)C[C@@H]2C)cc1
    12.6	-3.5	.	0.8
33: O=C(C1CCOCC1)N1C[C@H]2[C@@H](c3ccccc31)[C@H](CO)N2C(=O)Cc1ccccn1
    37.1	-1.0	1.9	1.2
34: C[C@@H]1CN([C@H](C)CO)C(=O)Cc2cc(N(C)C)ccc2O[C@H]1CN(C)Cc1ccc2c(c1)OCO2
    42.1	16.0	-5.3	2.6
35: CO[C@@H]1CN(C)C(=O)c2cc(NC(=O)C3CCCCC3)ccc2OC[C@H](C)N(C(=O)c2ccccc2)C[C@H]1C
    48.9	-15.7	-0.6	2.6
36: CO[C@H]1CN(C)C(=O)c2cc(NC(=O)NC(C)C)ccc2OC[C@H](C)NC[C@@H]1C
    -29.6	23.8	-0.1	0.1
37: CC=Cc1ccc2n(c1=O)C[C@H]1[C@H](CO)[C@@H](C(=O)N(C)C)N(CC3CCCCC3)[C@@H]21 (mixture of isomers)
    43.3	-4.0	9.8	1.5
38: C[C@@H]1CN([C@H](C)CO)C(=O)CCCn2cc(nn2)CO[C@@H]1CN(C)C(=O)Nc1cccc(F)c1
    11.2	9.0	1.2	-0.5
39: COc1ccc2c3c(n(C)c2c1)[C@@H](CO)N(C(C)=O)CC31CN(S(=O)(=O)c2ccccc2)C1
    .	-40.6	-0.2	-0.6
40: C[C@@H]1CN([C@H](C)CO)C(=O)c2cc(NC(=O)Nc3ccc(C(F)(F)F)cc3)ccc2O[C@H]1CN(C)C(=O)Nc1ccc2c(c1)OCO2
    -46.8	-21.3	.	-0.2
41: C[C@@H]1CCCCO[C@H](CN(C)CC2CCCCC2)[C@H](C)CN([C@@H](C)CO)C(=O)c2cc(NS(C)(=O)=O)ccc2O1
    -42.1	.	1.7	0.7
42: COCCNC(=O)[C@H]1[C@H](CO)[C@H]2Cn3c(ccc(-c4ccc(OC)cc4)c3=O)[C@@H]1N2C(=O)NC(C)C
    100.3*	19.6	4.1	-1.7
43: CC(C)NC(=O)N(C)C[C@@H]1OCCCC[C@H](C)Oc2ccc(NS(=O)(=O)c3cn(C)cn3)cc2C(=O)N([C@@H](C)CO)C[C@@H]1C
    30.9	32.7	3.2	-4.2
44: COc1cccc(CN(C)C[C@@H]2OCc3cn(nn3)CCCC(=O)N([C@@H](C)CO)C[C@@H]2C)c1
    -37.3	5.9	-0.5	-0.2
45: C/C=C/c1ccc([C@H]2[C@@H](CO)N[C@@H]2CNC(=O)Cc2ccccc2)cc1
    .	13.3	0.3	-0.9
46: Cc1ccc(-c2cnc3c(c2)C(=O)N([C@@H](C)CO)C[C@@H](C)[C@@H](CN(C)C(=O)c2ccccc2)O3)cc1
    37.3	-42.1	0.2	0.3
47: COc1ccccc1-c1ccc([C@H]2[C@@H](C#N)N(C(=O)C3CC3)[C@H]2CO)cc1
    98.9*	0.5	13.2	0.9
48: C[C@@H]1CN([C@@H](C)CO)C(=O)Cc2cc(NC(=O)Nc3ccc(F)cc3)ccc2O[C@H]1CN(C)S(=O)(=O)c1ccc(F)cc1
    8.2	-68.4	5.2	0.5
49: CN(C)C(=O)C[C@H]1CC[C@@H]2[C@H](COC[C@H](O)CN2CC2CCOCC2)O1
    18.9	6.5	.	0.2
50: Cc1nn(C)cc1NC(=O)C[C@@H]1CC[C@H]2[C@@H](COc3ccc(NC(=O)NC(C)C)cc3C(=O)N2C)O1
    -17.7	2.9	-1.5	5.6
51: C[C@H](C(=O)N(C)C[C@@H]1OCc2ccccc2-c2c(n(C)c3ccccc23)C(=O)N([C@H](C)CO)C[C@H]1C)c1ccccc1
    .	-75.2	6.3	-1.9
52: O=C(Nc1ccc(F)cc1)N[C@@H]1C=C[C@@H](CC(=O)N2CCCCC2)O[C@@H]1CO
    -20.9	-2.4	-3.0	0.2
53: COCC(=O)Nc1ccc2c(c1)OC[C@@H](C)N(C(=O)NC(C)C)C[C@@H](C)[C@H](OC)CN(C)C2=O
    37.0	26.2	.	0.5
54: CC(C)OC(=O)N(C)C[C@@H]1OCc2cnnn2CCCC(=O)N([C@@H](C)CO)C[C@@H]1C
    -3.7&-11.4	-1.7&-9.6	-0.6	-0.9
55: CCCN1[C@@H]2c3ccc(C4=CCCC4)c(=O)n3C[C@H]1[C@H](CO)[C@H]2C(=O)NCCOC
    25.8	-17.9	-2.9	1.3
56: Cc1noc(C)c1S(=O)(=O)N(C)C[C@H]1Oc2ccc(NC(=O)C3CC3)cc2CC(=O)N([C@@H](C)CO)C[C@@H]1C
    8.5	1.2	-4.0	0.0
57: O=C(C[C@@H]1CC[C@H](NC(=O)Cc2ccccn2)[C@H](CO)O1)NCCc1ccncc1
    -62.5	-8.3	.	0.4
58: C[C@@H]1CCCCO[C@H](CN(C)C(=O)Nc2ccc3c(c2)OCO3)[C@@H](C)CN([C@H](C)CO)C(=O)c2cc(NS(=O)(=O)c3cn(C)cn3)ccc2O1
    -72.9	10.9	-8.8	0.6
59: C[C@H]1CN([C@@H](C)CO)C(=O)Cc2cc(NC(=O)C3CC3)ccc2O[C@@H]1CN(C)Cc1ccc(Cl)c(Cl)c1
    59.6	-9.4	1.7	-0.2
60: C[C@@H]1CCCCO[C@@H](CN(C)C(=O)Cc2ccccc2)[C@@H](C)CN([C@@H](C)CO)C(=O)c2cc(NC(=O)CCCN(C)C)ccc2O1
    22.8	.	1.6	5.5
61: CN(C)CCCNC(=O)C[C@H]1C=C[C@H](NC(=O)c2ccccc2F)[C@H](CO)O1
    -33.4	11.1	.	3.1
62: COc1ccc2c3c(n(C)c2c1)[C@@H](CO)NCC31CN(C(=O)Nc2ccc3c(c2)OCO3)C1
    .	-47.1	1.0	1.1
63: CCC(=O)N1C[C@H](C)[C@H](OC)CN(C)C(=O)c2ccc(NC(=O)Nc3ccccc3)cc2OC[C@@H]1C
    -8.1	-38.4	-6.1	0.1
64: N#C[C@@H]1[C@@H](c2ccc(-c3ccccc3)cc2)[C@@H](CO)N1C(=O)Cc1ccncc1
    92.7	-7.8	-1.8	-11.6
65: CCCC#Cc1cnc2c(c1)C(=O)N([C@H](C)CO)C[C@@H](C)[C@H](CN(C)Cc1ccc(F)cc1)O2
    20.4	-39.7	4.7	-0.3

# Quoted from above, nos. 1 to 5
# Order of values: T cruzi growth	Pf Dd2 inh	C diff HTS	GASC1 inh
1: CN(C)C(=O)c1cccc(-c2ccccc2[C@H]2[C@@H](C#N)N(C(=O)C3CCCC3)[C@@H]2CO)c1
    .	-8.3	-9.7	11.3
2: CCCc1cn(CC[C@H]2CC[C@H](NC(=O)Nc3ccccc3F)[C@H](CO)O2)nn1
    -75.9	9.9	.	-0.7
3: C[C@H]1CN([C@@H](C)CO)C(=O)c2cc(C3=CCCCC3)cnc2O[C@@H]1CN(C)C(=O)Cc1cccnc1
    68.5	-18.4	1.2	-3.6
4: CN1C(=O)c2cc(NC(=O)c3ccccc3)ccc2OC[C@@H]2O[C@H](CC(=O)NCC3CC3)CC[C@@H]21
    -30.4	-5.7	14.6	-1.4
5: COc1ccc2c3c([nH]c2c1)[C@@H](CO)N(Cc1ccccc1OC)CC31CN(C(C)=O)C1
    .	-78.2	4.1	0.4
